# NCI-60 one-dose screen, 48 h, at 10 µM unless noted. Numbers give growth in % (100 = growth as untreated, 0 = no growth, -100 = all killed).
# CAKI-1 = CAKI-1 renal cancer; 75,000 compounds, 4.7% hits; AID 1794772
# A498 = A498 renal cancer cells; 76,000 compounds, 5.4% hits; AID 1794774
# UO-31 = UO-31 renal cancer; 81,000 compounds, 5.2% hits; AID 1794768
# RXF 393 = RXF 393 renal cancer cells | AID 1794773 | 77,000 compounds, 6.9% hits
# U251 = U251 CNS tumor cells | AID 1794753 | 80,000 compounds, 5.4% hits
# ACHN = ACHN renal cancer; AID 1794771; 81,000 compounds, 4.9% hits
# 786-0 = 786-0 renal cancer cells; 81,000 compounds, 5.1% hits; AID 1794775
# SN12C = SN12C renal cancer cells. 81,000 compounds, 3.8% hits. AID 1794767
# TK-10 = TK-10 renal cancer cells | 81,000 compounds, 3.9% hits
# * hit, by the source's call; nt = no result given. The calls were made as follows: active = growth percent below 10; inactive = the rest. Compounds as they come; 12% or so of the library scored in one or more.
# The line under a structure holds: CAKI-1, A498, UO-31, RXF 393, U251, ACHN, 786-0, SN12C, TK-10
(1) Cc1cc[n+](CC(=O)c2ccc(-c3ccccc3)cc2)cc1
 : 86, 87, 88, 103, 98, 98, 106, 96, 88
(2) COc1ccc(NC(=O)CSc2nc(-c3cnccn3)cc(-c3cccs3)c2C#N)cc1
 : 73, 83, 82, 74, 98, 71, 78, 102, 117
(3) CC1=NN(c2ccccc2)C(=O)C1N=Nc1cc(Cl)cc(S(=O)(=O)O)c1O (stereo not drawn)
 : 60, 84, 67, 94, 60, 92, 99, 96, 102
(4) CN(CCF)c1ccc(/C=C/C(=O)c2ccc(N)cc2O)cc1
 : 60, 115, 53, 83, 70, 79, 91, 76, 100
(5) C=CCCSC(C)=O
 : 101, 107, 86, 117, 107, 95, 101, 97, 104
(6) COc1ccc(/C=C/c2nc(Nc3ccc(S(=O)(=O)Nc4cc(C)on4)cc3)c3ccccc3n2)cc1
 : 49, 1.7*, 50, 113, 75, 54, 88, 82, 71
(7) OCC1OC(n2cnc3c(NCc4ccco4)ncnc32)C(O)C1O (stereo not drawn)
 : 14, 9.7*, 20, -14*, 44, 4.1*, 18, 7.6*, 41
(8) CN1C(=O)C(C2=NN(c3cc(Cl)cc(Cl)c3)C(c3ccc(Cl)cc3)C2)C(=O)N(C)C1=O (stereo not drawn)
 : nt, 75, 81, 98, 84, 85, 90, 80, 98
(9) C=CCNC(=S)NNc1cc(=O)[nH]c2ccc(Cl)cc12
 : 87, 119, 78, 109, 93, 99, 100, 97, 107
(10) CC1(C)OC(=O)C(=Cc2cccc(Br)c2)C(=O)O1
 : 100, 94, 93, 96, 93, 117, 109, 101, 101
(11) Cc1ccc(S(=O)(=O)N/N=C/C(O)C(O)C(O)C(O)CO)cc1 (stereo not drawn)
 : 99, 110, 100, 126, 99, 101, 105, 105, 111
(12) COc1ccc(/C=C(\C#N)n2nnc3cc(F)c(F)cc32)c(OC)c1OC
 : 88, 91, 52, 41, 74, 66, 94, 67, 126
(13) O=S(=O)(NCCNc1cc(-c2cn(-c3ccccc3)nc2-c2ccccc2)ccn1)c1cccc2ccccc12
 : 50, 73, 22, 55, 53, 52, 50, 59, 67
(14) C=C1CCC2C3(C)COC(c4ccc(F)cc4)OC3CCC2(C)C1CC(O)C1=CCOC1=O (stereo not drawn)
 : 53, 118, 43, 36, 60, 30, 19, 32, 97
(15) Cc1ccc(/C=C/[C@@H]2C[C@@H]2CCO)cc1
 : 100, 104, 92, 105, 98, 114, 95, 95, 86

# Next compounds follow:
# The line under a structure holds: CAKI-1, A498, UO-31, RXF 393, U251, ACHN, 786-0, SN12C, TK-10
(16) CN1CCN(Cc2ccc(NC(=O)c3cccc(C#Cc4cnc(N)c5ncccc45)c3F)cc2C(F)(F)F)CC1
 : 34, -15*, -97*, -77*, -88*, -77*, -88*, 44, 56
(17) C[C@]12CC[C@@H]3c4ccc(O)cc4CC[C@H]3[C@@H]1C[C@H](O)C2
 : nt, 45, 71, 100, 63, 100, 88, 72, 96
(18) COc1cc(C(NS(=O)(=O)c2ccc(C)cc2)c2nnc(-c3ccccc3)o2)cc(OC)c1OC (stereo not drawn)
 : 91, 86, 87, 115, 101, 104, 107, 96, 101
(19) N/C(=N\c1nc2ccccc2s1)NC(=O)Nc1ccc(Cl)cc1
 : 88, 82, 90, 115, 94, 106, 92, 95, 110
(20) CC1Cc2cccc3ccc(=O)n(c23)C1 (stereo not drawn)
 : 91, 108, 84, 108, 105, 102, 112, 111, 113
(21) O=C(CSc1nc2ccccc2c(=O)n1-c1ccc(Cl)cc1)Nc1ccc(-c2nc3ccc([N+](=O)[O-])cc3[nH]2)cc1
 : 41, 82, 74, -5.3*, 21, 45, 54, 43, 90
(22) CN1C(=O)/C(=C\C(=O)c2cc3ccccc3oc2=O)c2ccccc21
 : 65, 160, 54, 30, 43, 25, 81, 66, 98
(23) O=c1oc2cc([N+](=O)[O-])ccc2c2ccccc12
 : 105, 95, 81, 115, 103, 110, 106, 116, 110
(24) Cc1nn(-c2ccccc2)c(C)c1N=Nc1ccc2oc(=O)ccc2c1
 : 86, 86, 64, 109, 97, 93, 96, 96, 97
(25) CCn1cc(C(=O)O)c(=O)c2cc(F)c(N3CCN(CC(=O)Nc4ccc(C(C)=O)cc4)CC3)cc21
 : nt, 95, 94, 102, 100, nt, 98, 99, 89
(26) COc1ccc([C@@H](C[C@H](CCO)c2ccccc2)c2ccc3ccccc3c2)cc1
 : nt, 121, 61, nt, 90, 97, 79, 96, 81
(27) c1ccc(C2=NC(c3ccccc3)C(c3ccccc3)N2)cc1 (stereo not drawn)
 : 102, 92, 86, 100, 102, 113, 103, 109, 105
(28) Oc1ccc(/C=N/Nc2nc(N/N=C/c3ccc(O)c(O)c3)nc(N3CCCCC3)n2)cc1O
 : 87, 103, 85, 118, 91, 93, 101, 96, 104
(29) CCCCCCCCS(=O)(=O)Nc1ccc(C(=O)O)cc1
 : 97, 96, 92, 98, 89, 102, 94, 98, 96
(30) COc1cc(/C=C2\C(=O)N(CCCCCCn3c4ccccc4c(=O)c4ccccc43)c3ccccc32)cc(OC)c1O
 : 58, 104, 45, 88, 80, 67, 102, 69, 116

# Further entries.
# The line under a structure holds: CAKI-1, A498, UO-31, RXF 393, U251, ACHN, 786-0, SN12C, TK-10
(31) S=c1ncc2[nH]c(=S)[nH]c2[nH]1
 : 99, 98, 68, 122, 107, 108, 104, 100, 106
(32) COC(=O)[C@]12CC[C@@H](C)[C@H](C)[C@@H]1C1=CC[C@@H]3[C@@]4(C)C(C=O)=C[C@@](C)(CO)[C@@H]4[C@H](O)C[C@@]3(C)[C@]1(C)CC2
 : -29*, -5.0*, -32*, -82*, -19*, -82*, -30*, 1.6*, -19*
(33) CC(=O)c1cc2c(cc1C)C(C)(C)CC(C)C2(C)C (stereo not drawn)
 : 104, 113, 103, 108, 90, 107, 95, 108, 103
(34) Nc1nn2c(-c3cc4cc(Br)ccc4oc3=O)ccnc2c1N=Nc1ccc(C(=O)O)cc1
 : 98, 109, 91, 90, 98, 104, 105, 108, 116
(35) CC(C)[C@H](NC(=O)c1cc2ccccc2[nH]1)C(=O)Nc1nccs1
 : 82, nt, 70, 96, 95, 102, 108, 99, 108
(36) CCCSc1nc(Nc2ccc(/C(C)=N\NC(N)=S)cc2)c(C#N)c(-c2ccc(F)cc2)n1
 : 99, 122, 77, 112, 105, 98, 100, 111, 125
(37) Oc1cc(O)cc(O)c1
 : 96, 86, 93, 101, 99, 99, 103, 101, 94
(38) O=[N+]([O-])c1ccc(CO)cc1
 : 102, 110, 94, 98, 105, 111, 94, 106, 100
(39) CCc1ccccc1-n1c(N)c(C#N)c(-c2ccc(OC)c(OC)c2)c(C#N)c1=O
 : 97, 120, 85, 111, 101, 96, 107, 109, 114
(40) CS(=O)(=O)N1CCN(C(=O)c2ccc(Oc3ccc(C(=O)N4CCN(S(C)(=O)=O)CC4)cc3)cc2)CC1
 : 99, nt, 84, 127, 103, 100, 103, 98, 113
(41) Cn1cc(-c2csc(-c3cn(C(=O)OC(C)(C)C)c4ccc(Br)cc34)n2)c2cccnc21
 : 79, 96, 82, 89, 87, 49, 100, 87, 92
(42) CN1CCN(c2nc(NCCCNc3ccnc4cc(Cl)ccc34)c3ccccc3n2)CC1
 : nt, 72, 37, 43, 2.0*, 50, 75, 57, 116
(43) O=C(N/N=C/c1ccc(Cl)o1)c1[nH]c2ccc(Br)cc2c1-c1ccccc1
 : -0.3*, -26*, -35*, -63*, -90*, -46*, -58*, -61*, -12*
(44) CNc1nc2c(s1)C(c1ccc(F)cc1)CC(=O)N2 (stereo not drawn)
 : 84, 48, 84, 99, 94, 92, 92, 91, 98
(45) O=C(Nc1ccc(Cl)cc1)c1ccc(Cl)cc1
 : nt, 87, 88, 98, 95, nt, 93, 110, 101

# Remaining list, next part:
# The line under a structure holds: CAKI-1, A498, UO-31, RXF 393, U251, ACHN, 786-0, SN12C, TK-10
(46) CCn1c(=O)sc2cc3ccccc3nc21
 : 92, nt, 94, 98, 100, 106, 98, 94, 95
(47) CC1CCCN(CCCCCOc2ccc3oc4ccc(Cl)cc4c(=O)c3c2)C1 (stereo not drawn)
 : nt, 76, 71, 72, 68, 89, 68, 75, 92
(48) CCc1c2ccc(N(S(=O)(=O)c3ccc(C)cc3)S(=O)(=O)c3ccc(C)cc3)cc2nc2c1c(=O)n1c3ccccc3c3cc(C(=O)OC)nc2c31
 : 103, 101, 50, 88, 90, 101, 71, 95, 98
(49) Cc1cc(C)nc(NS(=O)(=O)c2ccc(Nc3nc(-c4cccnc4)cs3)cc2)n1
 : nt, 100, 91, 144, 92, 90, 103, 96, 126
(50) CNC(C)[C@H]1CCC2C3CCC4C[C@@H](N(C)C(=O)c5ccccc5)CC[C@]4(C)C3CC[C@@]21C (stereo partly drawn)
 : 58, 57, -9.7*, -67*, 30, 47, 40, 35, 65
(51) Cc1ncc(C(=O)Nc2ccc(CN3CCN(C)CC3)c(C(F)(F)F)c2)cc1C#Cc1cnc(N)c2ccc(C#N)cc12
 : -73*, -41*, -24*, -64*, 20, -80*, -70*, 10, 4.4*
(52) Clc1nc(Nc2ccccn2)c2ncn(-c3ccc(Br)cc3Cl)c2n1
 : 96, 100, 83, 96, 105, 102, 104, 99, 109

# Molecules above that have fluorine:
# The line under a structure holds: CAKI-1, A498, UO-31, RXF 393, U251, ACHN, 786-0, SN12C, TK-10
(4) CN(CCF)c1ccc(/C=C/C(=O)c2ccc(N)cc2O)cc1
 : 60, 115, 53, 83, 70, 79, 91, 76, 100
(12) COc1ccc(/C=C(\C#N)n2nnc3cc(F)c(F)cc32)c(OC)c1OC
 : 88, 91, 52, 41, 74, 66, 94, 67, 126
(14) C=C1CCC2C3(C)COC(c4ccc(F)cc4)OC3CCC2(C)C1CC(O)C1=CCOC1=O (stereo not drawn)
 : 53, 118, 43, 36, 60, 30, 19, 32, 97
(16) CN1CCN(Cc2ccc(NC(=O)c3cccc(C#Cc4cnc(N)c5ncccc45)c3F)cc2C(F)(F)F)CC1
 : 34, -15*, -97*, -77*, -88*, -77*, -88*, 44, 56
(25) CCn1cc(C(=O)O)c(=O)c2cc(F)c(N3CCN(CC(=O)Nc4ccc(C(C)=O)cc4)CC3)cc21
 : nt, 95, 94, 102, 100, nt, 98, 99, 89
(36) CCCSc1nc(Nc2ccc(/C(C)=N\NC(N)=S)cc2)c(C#N)c(-c2ccc(F)cc2)n1
 : 99, 122, 77, 112, 105, 98, 100, 111, 125
(44) CNc1nc2c(s1)C(c1ccc(F)cc1)CC(=O)N2 (stereo not drawn)
 : 84, 48, 84, 99, 94, 92, 92, 91, 98
(51) Cc1ncc(C(=O)Nc2ccc(CN3CCN(C)CC3)c(C(F)(F)F)c2)cc1C#Cc1cnc(N)c2ccc(C#N)cc12
 : -73*, -41*, -24*, -64*, 20, -80*, -70*, 10, 4.4*

# High-throughput results deposited in PubChem BioAssay by NCI.
